From PubChem
Growth percent in the NCI-60 one-dose screen (48 h, 10 µM unless noted): 100 = growth as untreated, 0 = no growth, -100 = all killed.
NCI-H522: NCI-H522 lung cancer. 8% of 78,000 active
NCI-H226: NCI-H226 lung cancer; 3.5% of 79,000 active; AID 1794732
NCI-H322M: NCI-H322M lung cancer | 2.7% of 80,000 active
HT29: HT29 colon cancer; 7.4% of 81,000 active; AID 1794748
SW-620: SW-620 colon cancer. AID 1794795. 5.2% of 82,000 active
NCI-H23: NCI-H23 lung cancer | 4% of 80,000 active | AID 1794731
NCI-H460: NCI-H460 lung cancer; 6.8% of 82,000 active
HCT-15: HCT-15 colon cancer; 5.2% of 82,000 active
COLO 205: COLO 205 colon cancer; 7.3% of 79,000 active
* hit, by the source's call; [ ] = dose if it differs, or a comment. The calls were made as follows: active = growth percent below 10; inactive = the rest.

`CC(C)(C)[Si](C)(C)OCC1OC(n2cnc3c(N)ncnc32)CC1OS(C)(=O)=O` (stereo unspecified) gave NCI-H522 99, NCI-H226 101, NCI-H322M 109, HT29 108, SW-620 98, NCI-H23 106, NCI-H460 105, HCT-15 115 and COLO 205 110.
Screening CCCCCCCCCCCCCCCCOC(=O)c1c(C)[nH]c(/C=C2\N=C(c3ccc[nH]3)C=C2OC)c1C returned NCI-H522 27, NCI-H226 6.7*, NCI-H322M 83, HT29 14, SW-620 11, NCI-H23 49, NCI-H460 13, HCT-15 56 and COLO 205 34.
For C=C(C)[C@@H]1CC[C@]2(COP(=O)(OCC)OCC)CC[C@]3(C)[C@H](CC[C@@H]4[C@@](C)(CCCN)[C@H](C(=C)C)CC[C@]43C)[C@@H]12 the results were NCI-H522 20, NCI-H226 29, NCI-H322M 62, HT29 5.7*, SW-620 12, NCI-H23 23, NCI-H460 8.9*, HCT-15 9.8* and COLO 205 30.
For O=C(CCn1c[n+](CC(=O)c2ccccc2)c2ccccc21)Nc1cccc2cccnc12 the results were NCI-H522 92, NCI-H226 93, NCI-H322M 87, HT29 95, SW-620 97, NCI-H23 94, NCI-H460 104, HCT-15 99 and COLO 205 88.
`Cc1c2c(cc3c1[nH]c1ccccc13)C=NCC2` gave NCI-H522 75, NCI-H226 93, NCI-H322M 100, HT29 61, SW-620 97, NCI-H23 89, NCI-H460 96, HCT-15 95 and COLO 205 78.
Screening Cc1ccc(S(=O)(=O)Nc2ccc(C(=O)CC3(O)C(=O)Nc4ccccc43)cc2)cc1 (stereo unspecified) returned NCI-H522 100, NCI-H226 101, NCI-H322M 106, HT29 113, SW-620 103, NCI-H23 102, NCI-H460 106, HCT-15 101 and COLO 205 104.
CC1=C(CCN2CCN(c3ccccc3)CC2)C(=O)N2N=C(c3ccc(Cl)cc3)OC2N1 (stereo unspecified) was read as NCI-H522 95, NCI-H226 95, NCI-H322M 104, HT29 124, SW-620 108, NCI-H23 94, NCI-H460 103, HCT-15 103 and COLO 205 126.
`CCc1ccc(NC(=S)n2c(=O)cc(C)c3ccc(O)cc32)cc1` gave NCI-H522 92, NCI-H226 101, NCI-H322M 97, HT29 105, SW-620 96, NCI-H23 92, NCI-H460 101, HCT-15 103 and COLO 205 113.
c1ccc(CCc2cccc3ccccc23)nc1 was read as NCI-H522 98, NCI-H226 105, NCI-H322M 90, HT29 106, SW-620 85, NCI-H23 87, NCI-H460 98, HCT-15 106 and COLO 205 98.
`COc1cc(OC)c(NC(=O)n2ncc3cc(Nc4ncnc5ccccc45)ccc32)cc1Cl` gave NCI-H522 72, NCI-H226 104, NCI-H322M 14, HT29 80, SW-620 116, NCI-H23 97, NCI-H460 108 and HCT-15 94.
For COC(=O)CC[C@@H]1O[C@@H](c2cccc(C(F)(F)F)c2)[C@@H](I)[C@H]1O the results were NCI-H522 98, NCI-H226 97, NCI-H322M 107, HT29 109, SW-620 99, NCI-H23 90, NCI-H460 102, HCT-15 106 and COLO 205 106.
BrC1=C(Br)C(Br)(Br)C(Br)=C1Br was read as NCI-H522 -15*, NCI-H226 92, NCI-H322M 107, HT29 64, SW-620 80, NCI-H23 93, NCI-H460 102, HCT-15 61 and COLO 205 70.
For Cc1nn(-c2ccc(F)cc2)c2nc(-c3cccnc3)[nH]c(=O)c12 the results were NCI-H522 96, NCI-H226 120, NCI-H322M 99, HT29 100, SW-620 114, NCI-H23 96, NCI-H460 113, HCT-15 106 and COLO 205 115.
Screening COc1cc(OC)c(S(=O)(=O)NNC(=O)c2ccncc2)cc1C(=O)/C=C/c1ccc(Cl)cc1 returned NCI-H522 81, NCI-H226 93, NCI-H322M 78, HT29 101, SW-620 65, NCI-H23 74, NCI-H460 82, HCT-15 69 and COLO 205 80.
CC(C)N1CCN(c2ccncc2S(=O)(=O)N2CCN(C)CC2)CC1 was read as NCI-H522 93, NCI-H226 90, NCI-H322M 123, HT29 102, SW-620 105, NCI-H23 97, NCI-H460 102, HCT-15 98 and COLO 205 105.
For CN1C(=O)N(C)C2NN3C(=O)C=C(c4ccccc4)SC3=NC21 (stereo unspecified) the results were NCI-H522 101, NCI-H226 101, NCI-H322M 114, HT29 106, SW-620 111, NCI-H460 107, HCT-15 106 and COLO 205 115.
`CN(CC1CCN(Cc2ccccc2)CC1)C(=O)c1cn(Cc2ccccc2Cl)nn1` gave NCI-H522 92, NCI-H226 103, NCI-H322M 107, HT29 91, SW-620 101, NCI-H23 106, NCI-H460 103, HCT-15 94 and COLO 205 104.
CCOC(=O)c1c(C)[nH]c(C=O)c1C was read as NCI-H522 86, NCI-H226 112, NCI-H322M 91, HT29 91, SW-620 116, NCI-H23 102, NCI-H460 115, HCT-15 94 and COLO 205 102.
`CC(=O)CC(=O)NCc1ccc2c(c1)OCO2` gave NCI-H522 98, NCI-H226 107, NCI-H322M 116, HT29 104, SW-620 100, NCI-H23 113, NCI-H460 103, HCT-15 100 and COLO 205 110.
`CNC(=O)c1cc(Oc2ccc3nc(NC(C)=O)sc3c2)ccn1` gave NCI-H522 104, NCI-H226 101, NCI-H322M 104, HT29 110, SW-620 112, NCI-H23 103, NCI-H460 104, HCT-15 106 and COLO 205 105.
Screening Cc1cc2c(n1Cc1ccccc1)CSc1cc(S(=O)(=O)c3ccccc3)c(=O)[nH]c1-2 returned NCI-H522 76[100 µM], NCI-H226 95[100 µM], NCI-H322M 86[100 µM], HT29 119[100 µM], SW-620 96[100 µM], NCI-H23 85[100 µM], NCI-H460 84[100 µM], HCT-15 110[100 µM] and COLO 205 83[100 µM].
O=C(CC1(O)C(=O)Nc2c(Cl)ccc(Cl)c21)c1ccco1 (stereo unspecified) was read as NCI-H522 80, NCI-H226 84, NCI-H322M 106, HT29 98, SW-620 108, NCI-H23 91, NCI-H460 107, HCT-15 104 and COLO 205 97.
For COc1ccc(Nc2[nH]n3c(=O)cc(-c4ccccc4)nc3c2C(=O)Nc2ccc(C)cc2)c(OC)c1 the results were NCI-H522 78, NCI-H226 87, NCI-H322M 81, HT29 112, SW-620 100, NCI-H23 89, NCI-H460 111, HCT-15 90 and COLO 205 98.
For CC(C)CNC(=O)c1c(N)n(CCc2ccccc2F)c2nc3ccccc3nc12 the results were NCI-H522 94, NCI-H226 90, NCI-H322M 117, HT29 90, SW-620 105, NCI-H23 92, NCI-H460 103, HCT-15 86 and COLO 205 103.
Screening COc1cc(/C=C/C(=O)N2CCN(C(=O)/C=C/c3cc(OC)c(OC)c(OC)c3)CC2)cc(OC)c1OC returned NCI-H522 87, NCI-H226 100, NCI-H322M 113, HT29 109, SW-620 105, NCI-H23 104, NCI-H460 104, HCT-15 113 and COLO 205 109.
`Fc1ccc2[nH]cc(-c3nc(-c4c[nH]c5c(Cl)nccc45)cs3)c2c1` gave NCI-H522 17, NCI-H226 40, NCI-H322M 77, HT29 17, SW-620 2.5*, NCI-H23 60, NCI-H460 4.9*, HCT-15 -40* and COLO 205 25.
O=C(CN1CCCCC1)Nc1nc2ccc(NCc3ccccc3)cc2s1 was read as NCI-H522 78, NCI-H226 72, NCI-H322M 96, HT29 74, SW-620 86, NCI-H23 55, NCI-H460 86, HCT-15 72 and COLO 205 92.
Screening O=c1cc(N/N=C/c2ccc(F)cc2)c2ccccc2[nH]1 returned NCI-H522 79, NCI-H226 90, NCI-H322M 103, HT29 88, SW-620 89, NCI-H23 79, NCI-H460 85, HCT-15 87 and COLO 205 100.
Screening COc1ccc(-n2c(Cn3nc(C)cc3-c3ccc(Cl)cc3)nnc2SCC(=O)Nc2ccc(S(N)(=O)=O)cc2)cc1 returned NCI-H522 92, NCI-H226 92, NCI-H322M 94, HT29 95, SW-620 96, NCI-H23 92, NCI-H460 84, HCT-15 78 and COLO 205 103.
`CC(C)C(C(=O)O)N1C(=O)CSC1=S` (stereo unspecified) gave NCI-H522 85, NCI-H226 99, NCI-H322M 92, HT29 98, SW-620 97, NCI-H23 93, NCI-H460 104, HCT-15 95 and COLO 205 107.
Screening C#CCOc1cccc(-c2ncc3cc(NC(=O)C=C)ccc3n2)c1 returned NCI-H522 59, NCI-H226 84, NCI-H322M 84, HT29 75, SW-620 72, NCI-H23 81, NCI-H460 91, HCT-15 64 and COLO 205 91.
`CCOC(=O)C(Br)=P(c1ccccc1)(c1ccccc1)c1ccccc1` gave NCI-H226 104, NCI-H322M 99, HT29 106, SW-620 105, NCI-H23 109, NCI-H460 116, HCT-15 102 and COLO 205 103.
OC(c1ccccc1)C(O)C(c1ccccc1)N1CCCCC1 (stereo unspecified) was read as NCI-H522 106, NCI-H226 110, NCI-H322M 108, HT29 102, SW-620 108, NCI-H23 103, NCI-H460 114, HCT-15 105 and COLO 205 116.
`CSc1nc(=S)c2nc(SC)n(-c3ccccc3)c2[nH]1` gave NCI-H522 70, NCI-H226 91, NCI-H322M 97, HT29 92, SW-620 97, NCI-H23 103, NCI-H460 96, HCT-15 106 and COLO 205 101.
Screening COc1ccc2cc(C3=Nc4ccccc4NC3)ccc2c1 returned NCI-H522 83, NCI-H226 88, NCI-H322M 95, HT29 89, SW-620 104, NCI-H23 89, NCI-H460 97, HCT-15 96 and COLO 205 102.
`O=C1CCC(=O)O1` gave NCI-H522 107, NCI-H226 107, NCI-H322M 110, SW-620 110, NCI-H23 95, NCI-H460 105, HCT-15 105 and COLO 205 103.

Of the compounds above, these have fluorine:
For COC(=O)CC[C@@H]1O[C@@H](c2cccc(C(F)(F)F)c2)[C@@H](I)[C@H]1O the results were NCI-H522 98, NCI-H226 97, NCI-H322M 107, HT29 109, SW-620 99, NCI-H23 90, NCI-H460 102, HCT-15 106 and COLO 205 106.
For Cc1nn(-c2ccc(F)cc2)c2nc(-c3cccnc3)[nH]c(=O)c12 the results were NCI-H522 96, NCI-H226 120, NCI-H322M 99, HT29 100, SW-620 114, NCI-H23 96, NCI-H460 113, HCT-15 106 and COLO 205 115.
For CC(C)CNC(=O)c1c(N)n(CCc2ccccc2F)c2nc3ccccc3nc12 the results were NCI-H522 94, NCI-H226 90, NCI-H322M 117, HT29 90, SW-620 105, NCI-H23 92, NCI-H460 103, HCT-15 86 and COLO 205 103.
`Fc1ccc2[nH]cc(-c3nc(-c4c[nH]c5c(Cl)nccc45)cs3)c2c1` gave NCI-H522 17, NCI-H226 40, NCI-H322M 77, HT29 17, SW-620 2.5*, NCI-H23 60, NCI-H460 4.9*, HCT-15 -40* and COLO 205 25.
Screening O=c1cc(N/N=C/c2ccc(F)cc2)c2ccccc2[nH]1 returned NCI-H522 79, NCI-H226 90, NCI-H322M 103, HT29 88, SW-620 89, NCI-H23 79, NCI-H460 85, HCT-15 87 and COLO 205 100.
